# Assay outcomes as filed in PubChem BioAssay.
# BoNT-F LC inh: inhibitors of Botulinum neurotoxin F light chain protease | Multiplex microsphere protease cleavage assay, flow cytometry | inhibition, % at 10 µM | 360,000 compounds, 0.22% hits | AID 588497; in the data active = inhibition above about 35%, passing the limit was not always enough; inconclusive = no clear call, values can overlap the other calls; note: plate controls were buffer without enzyme for full effect and enzyme alone for no effect
# CCHF vOTU inh: blocks the CCHF virus ovarian tumor domain protease | CCHFV vOTU protease, Pep-AMC fluorescence | inhibition, % at 11.5 µM | 370,000 compounds, 0.55% hits | AID 651958; note: 0% = vehicle wells with enzyme and 100% = no enzyme wells
# GDH-TPI inh: GDH-TPI coupled enzyme inhibition counter-screen. inhibition, % at 4.8 µM. GDH-TPI coupled enzyme counterscreen, NADH absorbance. 360,000 compounds, 1.2% hits;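 note: 0% = DMSO wells and 100% = wells lacking the enzyme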
# Mtb BioA inh: BioA (M. tuberculosis) enzyme inhibition | purified M. tuberculosis BioA enzyme, plate reader | inhibition, % at 9.99 µM | 360,000 compounds, 0.096% hits | AID 602481; in the data active = inhibition above about 40%; inconclusive = no clear call, values can overlap the other calls
# MazEF act: increases E. coli MazEF RNase cleavage of RNA; P0AE70; FAM/BHQ RNA-DNA oligo cleavage fluorescence, 5 h; activation, % at 20 µM; 350,000 compounds, 0.32% hits; in the data active = activation above about 50%
# Target sequence (P0AE70 whole entry, looked up): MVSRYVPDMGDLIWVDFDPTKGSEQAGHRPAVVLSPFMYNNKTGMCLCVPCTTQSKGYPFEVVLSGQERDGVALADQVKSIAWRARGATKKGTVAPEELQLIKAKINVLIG
# DUSP3 inh: blocks human VHR1 dual specificity phosphatase; P51452; 290,000 compounds, 0.52% hits; AID 1654; inhibition, % at 13.3 µM; recombinant VHR phosphatase, pNPP absorbance; in the data active = inhibition above about 50%; note: some compounds called inactive have numbers as strong as hits
# Rv3671c protease: Rv3671c (M. tuberculosis) protease inhibition | P9WHR9 | inhibition, % at 5.96 µM | 320,000 compounds, 0.048% hits | AID 2606; in the data active = inhibition above about 38%;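 note: extracellular domain of Rv3671c used as enzyme; 0% = enzyme with DMSO and 100% = no enzyme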
# Target sequence (P9WHR9 whole entry, looked up, the tested form may be a part): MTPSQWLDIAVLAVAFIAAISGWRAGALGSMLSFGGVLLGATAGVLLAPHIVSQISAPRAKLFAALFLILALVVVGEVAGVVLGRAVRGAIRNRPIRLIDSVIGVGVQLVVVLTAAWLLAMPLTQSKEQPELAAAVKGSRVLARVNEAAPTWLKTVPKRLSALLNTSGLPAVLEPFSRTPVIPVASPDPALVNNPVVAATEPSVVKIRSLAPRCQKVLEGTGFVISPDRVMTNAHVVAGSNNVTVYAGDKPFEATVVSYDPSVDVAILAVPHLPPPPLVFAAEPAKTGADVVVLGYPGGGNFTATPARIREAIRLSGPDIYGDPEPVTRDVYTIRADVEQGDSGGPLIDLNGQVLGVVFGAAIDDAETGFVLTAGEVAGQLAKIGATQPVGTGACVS
# FadD28 FP inh: blocks FadD28 binding to the bisubstrate probe; fluorescence polarization; inhibition, % at 12.5 µM; 360,000 compounds, 0.22% hits; AID 588549; in the data active = inhibition above about 8.5%, passing the limit was not always enough; inconclusive = no clear call, values can overlap the other calls
# Mtb FBA inh: inhibitors of M. tuberculosis fructose-bisphosphate aldolase. purified M. tuberculosis FBA, fluorescence read-out. inhibition, % at 1 µM. 360,000 compounds, 2.3% hits. AID 588726; in the data active = inhibition above about 27%;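 note: 0% = vehicle and 100% = reference inhibitor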
# UGM FP inh: blocks M. tuberculosis UGM enzyme | inhibition, % at 10 µM | purified UGM, fluorescence polarization probe displacement | P9WIQ1 | AID 504406 | 320,000 compounds, 0.06% hits; in the data active = inhibition above about 10%, passing the limit was not always enough; inconclusive = no clear call, values can overlap the other calls
# Target sequence (P9WIQ1 whole entry, looked up): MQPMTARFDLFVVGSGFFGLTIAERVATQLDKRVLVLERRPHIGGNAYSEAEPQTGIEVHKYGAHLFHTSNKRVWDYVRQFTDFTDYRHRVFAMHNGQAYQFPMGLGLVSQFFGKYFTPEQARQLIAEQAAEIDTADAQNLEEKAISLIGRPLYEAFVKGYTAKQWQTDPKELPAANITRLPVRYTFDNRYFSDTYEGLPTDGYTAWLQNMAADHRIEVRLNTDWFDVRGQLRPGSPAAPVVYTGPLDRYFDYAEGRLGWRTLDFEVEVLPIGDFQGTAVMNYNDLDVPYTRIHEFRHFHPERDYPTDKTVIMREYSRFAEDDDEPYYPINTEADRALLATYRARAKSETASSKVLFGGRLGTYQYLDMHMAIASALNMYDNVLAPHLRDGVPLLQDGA
# An asterisk follows results filed as active; ? = inconclusive; / = not tested or not shown; + = active, no number. Cut-off read from the data, not from the text of the source, unless noted: active = inhibition above about 30%; inactive = the rest.
SMILES,BoNT-F LC inh,CCHF vOTU inh,GDH-TPI inh,Mtb BioA inh,MazEF act,DUSP3 inh,Rv3671c protease,FadD28 FP inh,Mtb FBA inh,UGM FP inh
CCN(CC)S(=O)(=O)c1cccc(NC(=O)COC(=O)/C=C/c2cccs2)c1,-2.3,0.9,15.4,/,7.2,-4.3,-9.4,-2.1,-1.9,1.7
CCCc1nc(SC)[nH]c(=O)c1C,?,-3.2,1.1,/,-2.2,16.2,0.7,-1.2,-5.6,2.2
CC1CCCC(C)N1C(=O)COC(=O)CCC1CCCC1 (configuration not stated),-4.0,8.0,0.8,2.6,-0.7,-40.5,2.3,-0.6,3.2,-1.2
Cc1ccc(SCC(=O)NCc2ccc(F)cc2)cc1,-0.5,4.6,-5.7,-1.1,5.1,1.6,11.4,-2.9,-1.6,-1.4
CCc1cc2c(=O)n(Cc3ccccc3)c(SC3CCOC3=O)nc2s1 (configuration not stated),-1.4,-1.8,1.3,2.5,1.2,7.7,0.1,-5.8,0.1,2.4
COC(=O)c1cn(CC(=O)NC2CCCCC2)c2ccccc12,-0.4,15.7,2.1,/,-8.4,8.1,1.7,-1.6,-4.1,-2.0
CN(C)S(=O)(=O)c1cccc(NC(=O)CSc2nncn2-c2ccccc2)c1,0.5,2.8,1.6,/,1.5,-13.9,-8.9,-1.8,-2.3,-0.1
NC(=O)Nc1ccc(C(=O)OCC(=O)Nc2ccc(Cl)cc2C(=O)c2ccccc2)cc1,13.6,-17.9,-4.4,-0.9,1.6,-7.9,-62.5,-5.1,-1.1,1.2
CCC1S/C(=N/C(=O)NC2CCCCC2)NC1=O (configuration not stated),-3.7,14.1,4.1,-2.5,1.8,24.7,-2.4,-1.9,-0.3,1.8
CCCCCC(=O)N1C[C@@H](n2cc(COC(=O)c3ccccc3)nn2)[C@H](O)C[C@@H]1c1ccc(Cl)cc1,-2.6,27.4,-14.2,1.1,0.5,/,/,-5.4,-2.9,/
COC(=O)c1ccc(COc2c(F)c(F)cc(F)c2F)o1,7.8,-9.1,-5.5,-0.7,2.7,-6.7,6.4,1.3,1.7,-1.1
Cc1cc2cc(C)c(SCC(=O)NCc3ccco3)nc2cc1C,3.4,-2.4,-0.4,/,0.1,-2.8,0.6,-4.6,1.4,0.3
COC(=O)c1ccccc1OCC(=O)NC1CCCCC1,-1.7,-2.8,-2.5,-0.5,-5.9,6.4,4.1,-0.2,5.3,0.8
O=Cc1cc2ccccc2nc1SCCCF,-2.5,-8.5,-3.5,/,1.4,13.0,-8.0,-1.8,-1.1,1.4
O=C(Nc1ccccc1)OCC1COC(c2ccccc2)(c2ccccc2)O1 (configuration not stated),-7.9,27.7,1.3,0.0,8.2,/,/,-2.9,-1.6,/
OCCCNc1ncnc2sc(-c3ccccc3)cc12,-6.3,-5.7,23.0,/,-10.3,2.8,8.8,-6.8,29.8*,7.7
COC(=O)c1ccc(NC(=O)CCS(=O)(=O)c2ccc3c(c2)NC(=O)C(C)S3)cc1 (configuration not stated),2.3,8.0,-3.0,2.9,1.2,14.0,2.0,-4.3,-4.3,1.2
O=C(NC1CCCCC1)C(c1ccc(F)cc1)N(Cc1ccco1)C(=O)Cn1nnc2ccccc21 (configuration not stated),3.7,-9.0,4.6,3.4,8.2,17.5,3.7,-4.0,-0.9,-0.9
Cc1c(NC(=O)C(C)OC(=O)COc2ccccc2)c(=O)n(-c2ccccc2)n1C (configuration not stated),-3.7,2.0,-3.8,/,-2.3,8.3,-2.2,-0.6,1.6,2.3
COc1ccc(NC(=O)C[C@H]2C(=O)N(C3CCCCC3)C[C@@H]2c2ccc(OC)cc2)cc1,2.3,7.4,9.3,0.7,7.0,/,/,-2.7,2.3,/
Cc1cc(=O)oc2cc(OCC(=O)OCC(=O)Nc3ccccc3C(C)C)ccc12,-3.0,-26.6,10.0,1.0,13.3,2.6,-9.5,-2.0,25.5,-0.8
COc1cccc(Oc2cncnc2-c2ccc(OC)cc2O)c1,20.5,24.8,16.6,0.7,0.1,7.8,1.0,-2.9,-3.3,0.2
Cc1ccccc1-n1c(SCc2ccccn2)nc2n[nH]c(C)c2c1=N,12.3,7.0,0.7,/,-8.4,1.8,-1.6,-2.3,1.3,3.5
CCN(CC)S(=O)(=O)c1ccc(=O)n(CC(=O)N2Cc3ccccc3CC2C(N)=O)c1 (configuration not stated),-1.5,-6.8,11.2,1.1,-6.5,/,/,-0.2,5.0,/
Cc1ccccc1N1C(=O)CC2(CCCC2)CC1=O,-3.7,-7.6,-1.3,-1.1,-7.2,8.5,-2.5,-1.6,0.3,1.9
# Continuation.
SMILES,BoNT-F LC inh,CCHF vOTU inh,GDH-TPI inh,Mtb BioA inh,MazEF act,DUSP3 inh,Rv3671c protease,FadD28 FP inh,Mtb FBA inh,UGM FP inh
Cc1ccc(NC(=O)CCC(C(=O)O)N2C(=O)c3ccccc3C2=O)cc1 (configuration not stated),3.2,5.8,-7.8,0.8,-3.3,4.0,2.4,-0.1,-0.5,0.1
COc1cc2ccccc2cc1C(=O)Nc1ccc(NC(=O)c2cccs2)cc1,4.8,-4.1,-1.9,-1.0,0.2,1.1,-87.8,-4.1,2.3,-0.5
CCn1cc(CNC(=O)c2ccc3nc(Cc4ccc(OC)cc4)oc3c2)cn1,-0.3,0.2,11.8,-1.3,1.2,33.7,-2.1,-1.3,2.2,2.7
O=C1NC(=O)C2(Cc3cc([N+](=O)[O-])ccc3N3CCN(C(=O)c4ccccc4)CC32)C(=O)N1 (configuration not stated),-9.4,11.2,4.2,3.8,3.5,16.3,-8.6,-1.0,-6.5,0.7
Cc1csc2nc(NC(=O)c3ccccc3)sc(=O)c12,4.2,2.4,15.5,-1.1,-3.0,16.5,-59.5,-0.1,0.2,-1.2
NC(=O)c1nsc(C(=O)N(c2ccccc2)C(C(=O)NC2CCCC2)c2ccc3ncccc3c2)c1N (configuration not stated),12.3,4.3,-5.0,-2.0,-18.1,25.9,-10.0,-4.3,20.1,0.4
Nc1cccnc1Sc1ccc([N+](=O)[O-])cn1,1.8,1.4,25.7,-1.5,12.5,1.7,/,0.2,-7.3,/
COc1cc(CN2CCCCC2)ccc1OCc1ccccc1,-45.9,-8.5,-9.4,-0.4,11.2,30.3,-1.1,-0.2,0.6,3.0
Cn1c(=O)cc(N)n(-c2ccccc2)c1=O,-7.1,-7.1,6.4,0.8,6.1,14.8,/,-1.0,1.5,-2.5
COc1cccc(OC)c1C(=O)NCCc1ccccc1,4.0,-2.8,1.6,/,-3.2,/,4.5,-2.0,-0.3,-4.7
N#CCC(=O)N/N=C/c1ccc(Cl)cc1,-4.4,-3.0,1.2,0.6,-13.0,-15.0,-7.7,-4.0,-0.6,0.7
CC1CCCN(C(=O)CCCC(=O)N2CCCC(C)C2)C1 (configuration not stated),9.5,-6.8,1.3,-3.8,-6.9,1.2,5.0,-1.0,-1.2,-1.9
COc1cnc(-c2ccccc2)nc1Oc1ccc(C(C)(C)C)cc1,2.2,8.3,-7.5,0.8,0.4,20.0,-3.0,-2.5,-0.3,-2.2
COc1ccccc1CNC(=O)c1cnc2ccccn2c1=O,-2.4,7.6,11.1,0.2,9.4,6.6,3.9,-4.6,6.7,4.4
CCCCCCC(=O)Nc1nc(C)c(-c2csc(Nc3cccc(OC)c3)n2)s1,2.5,14.4,12.3,5.3,0.4,27.0,14.2,-2.1,2.0,-1.7
O=C(c1cccc(Cl)c1)N1CCC(C(=O)N2CCN(Cc3ccccc3)CC2)CC1,2.4,17.1,0.7,-1.1,7.2,18.7,-7.6,-2.7,-1.2,-0.4
Cc1ccc(NC(=O)c2cnn(-c3ccccc3)c2C)cc1,-3.2,-12.1,12.4,-1.9,5.9,-11.8,-8.9,0.4,2.4,3.1
Cc1csc(N(C(=O)c2cccc(S(=O)(=O)N(C)C)c2)c2ccccc2)n1,3.1,-3.3,7.2,3.6,-14.7,2.8,-7.1,-0.6,1.0,3.1
CCOC(=O)c1cc(C(C)(C)C)n(CCCN2CCOCC2)c1C,-5.2,6.0,5.6,/,-0.4,-4.8,-8.3,-4.5,1.9,-0.4
CCNC(=O)C1CCCN(C(=O)Cc2ccc3ccccc3c2)CC1 (configuration not stated),-2.9,-8.3,-5.8,1.6,/,/,/,-1.3,-0.1,/
COc1ccc(C(=O)NC2CCCc3c2cnn3-c2cc(F)cc(F)c2)c(OC)n1 (configuration not stated),3.5,-7.6,-1.6,-0.1,6.8,-2.2,-3.1,-0.4,-0.8,2.2
Cc1ccc(C(=O)Nc2ccc(S(=O)(=O)NC3=NCCCCC3)cc2)c(C)c1,-3.3,-12.4,1.4,/,2.3,/,0.2,-2.2,0.9,/
Cc1ccc(N2C(=O)c3ccccc3NC2(C(=O)O)c2ccccc2)cc1Cl (configuration not stated),3.0,-12.6,-3.8,-0.5,3.3,30.7,3.0,-3.3,0.9,1.6
COC(=O)C(C(=O)Nc1cccc(C)n1)C1CCCCCC1 (configuration not stated),10.6,8.4,14.9,0.1,-1.4,2.2,-7.6,-0.2,0.3,2.7
COc1cc(C(=O)Nc2cccc(-c3cn4cccnc4n3)c2)cc(OC)c1OC,1.2,-193.5,7.9,3.1,4.5,11.9,-13.5,-11.8,+,-2.4

# The last 4 compounds of the part before are carried over, then new ones follow:
SMILES,BoNT-F LC inh,CCHF vOTU inh,GDH-TPI inh,Mtb BioA inh,MazEF act,DUSP3 inh,Rv3671c protease,FadD28 FP inh,Mtb FBA inh,UGM FP inh
Cc1ccc(C(=O)Nc2ccc(S(=O)(=O)NC3=NCCCCC3)cc2)c(C)c1,-3.3,-12.4,1.4,/,2.3,/,0.2,-2.2,0.9,/
Cc1ccc(N2C(=O)c3ccccc3NC2(C(=O)O)c2ccccc2)cc1Cl (configuration not stated),3.0,-12.6,-3.8,-0.5,3.3,30.7,3.0,-3.3,0.9,1.6
COC(=O)C(C(=O)Nc1cccc(C)n1)C1CCCCCC1 (configuration not stated),10.6,8.4,14.9,0.1,-1.4,2.2,-7.6,-0.2,0.3,2.7
COc1cc(C(=O)Nc2cccc(-c3cn4cccnc4n3)c2)cc(OC)c1OC,1.2,-193.5,7.9,3.1,4.5,11.9,-13.5,-11.8,+,-2.4
CSCC[C@H](NC(=O)c1cccc([N+](=O)[O-])c1C)c1nc2ccccc2[nH]1,-2.9,2.6,13.6,/,-9.8,4.1,-5.9,-1.3,-2.5,-1.2
COc1ccc(CN2CCCC(C(=O)c3cccc(OC(C)C)c3)C2)cc1Cn1cccn1 (configuration not stated),-4.6,8.2,11.7,0.8,1.4,25.9,6.7,-1.9,3.1,-1.7
CN1C(=O)/C(=C2\SC(=S)N(CCCCCC(=O)O)C2=O)c2ccccc21,-0.6,-1.4,17.7,-1.4,-20.7,/,-1.0,-1.3,-0.3,-4.8
Cc1cccc(NC(=O)CCNC(=O)c2ccc(Br)cc2)c1,-5.5,-11.5,-1.1,-1.3,7.6,5.1,5.8,-0.4,-1.4,-0.3
CCCNC(=O)COc1ccc2c(=O)c(Oc3ccccc3F)coc2c1,-2.9,-0.2,8.3,/,0.8,4.2,-8.4,-3.4,6.6,1.6
Cc1ccc(S(=O)(=O)c2cc3c(=O)n4ccccc4nc3n(CC3CCCO3)c2=N)cc1C (configuration not stated),4.1,-10.6,12.1,-3.4,-0.3,1.5,-1.5,-0.2,36.6*,-3.0
CCC(CC)C(=O)Nc1cccc(C(=O)N2CCCCCC2)c1,5.4,-5.7,-3.4,-2.2,2.8,8.5,3.1,-1.8,-0.2,-3.6
O=C(O)C1C2CCC(O2)C1C(=O)NCc1ccc(Cl)cc1 (configuration not stated),0.0,-14.6,0.4,/,4.8,1.7,-3.6,-0.6,-0.5,2.8
CCOC(=O)Cn1c(=O)c(-c2ccccc2NC)nc2ccccc21,-0.5,-0.5,10.2,-2.3,-0.5,-4.2,-5.9,-2.5,-6.2,-0.5
